Rad51 HR inh – Rad51 (human) homologous recombination inhibition | Q06609 | hRad51 DNA strand exchange, fluorescence dequenching | inhibition, % at 10 µM | 0.085% of 200,000 active | AID 1385;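 active = inhibition above 40% at the single screening dose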;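 also: 0% = DMSO control wells and 100% = blanks with heterologous ssDNA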
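Read-out basis: percent inhibition relative to plate controls and blanks / Assay system: human Rad51 nucleoprotein filaments preassembled on unlabelled ssDNA / Timing: filaments 15 min 37 °C, then compound 30 min / Control set: per-plate controls and blanks / Technique: fluorescence dequenching at 485/520 nm / Compound: 10 µM final, single point / Also added: Fluorescein- and BHQ1-tagged 47-mer duplex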
hK5 inh – blocks human kallikrein 5 protease activity. recombinant hK5, fluorogenic AMC substrate cleavage. inhibition, % at 5 µM. AID 873. Q9Y337. 0.59% of 210,000 active;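 active = inhibition of 40% or more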;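 also: 0% = enzyme controls without compound and 100% = no-enzyme blanks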
Target sequence (Q9Y337 67-293 limits assumed): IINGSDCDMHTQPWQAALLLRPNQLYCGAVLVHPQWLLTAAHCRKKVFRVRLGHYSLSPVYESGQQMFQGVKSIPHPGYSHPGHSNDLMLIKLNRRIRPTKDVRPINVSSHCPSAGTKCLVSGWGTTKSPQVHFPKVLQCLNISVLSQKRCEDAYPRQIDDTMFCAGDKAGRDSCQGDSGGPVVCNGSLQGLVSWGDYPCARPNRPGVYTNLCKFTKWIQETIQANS
FXIa inh – blocks human coagulation factor XIa protease activity. purified FXIa, Boc-Glu-Ala-Arg-AMC fluorogenic substrate. inhibition, % at 5 µM. 0.14% of 220,000 active. AID 798. P03951;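 active = inhibition of at least 40%; inactive = inhibition below 40%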;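 also: fluorescence of freed AMC excited at 355 nm; 0% = enzyme without compound and 100% = no enzyme blank; many of its hits are not listed in these tables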
KCC2 mod – KCC2 (human) Cl- transport modulation | Q9H2X9 | KCC2 cells, thallium flux FluoZin-2 fluorescence | B-score of Tl+ flux slope (higher = more flux/activation; lower = inhibition) at 10 µM | 2.2% of 190,000 active;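 active = thallium flux slope and its plate-corrected score both differing from the plate sample mean at a set confidence after two filtering rounds, in either direction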;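 also: slope of fluorescence scaled to starting intensity during 10 to 20 s after thallium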
Thrombin inh – blocks human thrombin protease activity; inhibition, % at 5 µM; 0.26% of 220,000 active; P00734; alpha-thrombin, Boc-VPR-AMC fluorogenic substrate cleavage;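 active = inhibition at or above 40%; inactive = inhibition below 40%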;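 also: 0% = enzyme with no compound and 100% = wells without enzyme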
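Material: Human alpha-thrombin protein | Buffer or medium: pH 7.5 Tris-saline with Tween 20 | Reagent: Boc-VPR-AMC substrate, 15 µM final | Schedule: Reaction at ambient temperature | Detection: AMC fluorescence at 355 nm excitation and 460 nm emission | Evaluation: Percent inhibition scaled between no-compound controls and no-enzyme blanks | Controls: no-compound enzyme wells and no-enzyme blanks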
Furin inh – blocks human furin protease activity | purified furin, fluorogenic substrate cleavage | inhibition, % at 30 µM | 0.061% of 220,000 active | AID 463115; in the data active = inhibition above about 25%; also: inactives centre near -15
m-calpain inh – calpain II (pig) inhibition; inhibition, % at 16 µM; AID 1236; purified calpain II, fluorogenic peptide substrate, 30 min; 0.37% of 220,000 active;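 active = inhibition above about 50%, limit read from the data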
PERK inhibitor – blocks human PERK kinase; Q9NZJ5; CHO PERK-DD fusion, SEAP luminescence translation reporter; inhibition, % at 5.6 µM; 0.17% of 220,000 active;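 active = inhibition above the mean inhibition of all tested compounds plus 3 SD, set separately per screening campaign, cut at about 2.9% in these data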;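 also: PERK kinase domain activated by AP20187 dimerizer at 100 nM; 0% = DMSO with dimerizer and 100% = rapamycin at 8.4 µM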
FXIIa inh 1536 – inhibitors of human coagulation factor XIIa; P00748; purified FXIIa, Boc-QGR-AMC fluorogenic substrate, 2 h; inhibition, % at 5 µM; 0.3% of 220,000 active; AID 800; in the data active = inhibition above about 40%;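 also: 0% = enzyme with no compound and 100% = blank without enzyme; many of its hits are not listed in these tables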
Target sequence (P00748 20-372 limits assumed): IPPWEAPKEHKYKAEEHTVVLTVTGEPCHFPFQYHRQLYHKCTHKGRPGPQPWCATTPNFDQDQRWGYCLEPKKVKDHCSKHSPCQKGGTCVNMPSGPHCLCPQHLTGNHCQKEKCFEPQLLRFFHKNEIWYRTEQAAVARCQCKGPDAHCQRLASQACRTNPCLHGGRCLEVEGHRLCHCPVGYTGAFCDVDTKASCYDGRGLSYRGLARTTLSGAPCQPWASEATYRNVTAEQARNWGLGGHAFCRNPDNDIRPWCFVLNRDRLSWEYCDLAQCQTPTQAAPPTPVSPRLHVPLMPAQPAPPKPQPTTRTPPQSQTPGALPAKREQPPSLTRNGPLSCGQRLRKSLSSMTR
Target sequence (P00748 373-615 limits assumed): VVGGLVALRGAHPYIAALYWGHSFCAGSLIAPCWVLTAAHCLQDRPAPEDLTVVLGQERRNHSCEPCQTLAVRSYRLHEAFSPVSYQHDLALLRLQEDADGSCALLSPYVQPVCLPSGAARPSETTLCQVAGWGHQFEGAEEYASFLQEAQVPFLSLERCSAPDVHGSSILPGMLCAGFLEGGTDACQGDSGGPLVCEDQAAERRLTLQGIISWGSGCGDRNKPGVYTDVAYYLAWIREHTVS
Numbers without * were called inactive; i = inactive; / = not tested or not shown; [ ] = remark or other dose. This is a subset, so the mix of outcomes need not match the whole.

Molecule	Rad51 HR inh	hK5 inh	FXIa inh	KCC2 mod	Thrombin inh	Furin inh	m-calpain inh	PERK inhibitor	FXIIa inh 1536
O=C(Nc1cccc(C(F)(F)F)c1)C(Sc1n[nH]c(=O)[nH]c1=O)c1ccccc1 (stereo not drawn)	/	1	0	0.065	-11	-9	-15	0.4	6
CCCCOc1ccc(/C=C/C(=O)OCC(=O)c2c(N)n(C)c(=O)n(C)c2=O)cc1OCC	16	4	-3	-0.66	-20	-31	-148	0.7	0
Cc1ccc(OCCOCCN2CCN(C)CC2)c([N+](=O)[O-])c1	7	5	6	1	-9	-30	-42	0.9	9
CCN(CC)S(=O)(=O)c1cc(C(=O)Nc2ccccn2)ccc1C	-8	3	2	/	2	-19[20 µM]	-1	-0.3	16
CN(C)c1ccnc2sc(C(=O)NCc3ccccc3)c(N)c12	3	-26	24	-2.4	-2	-1	2	-1.7	21
Cc1cc(Cl)c(S(=O)(=O)NCc2cccnc2)cc1OCC(N)=O	0	1	6	1.1	-3	-16[20 µM]	-36	1.5	3
CC(=O)Nc1ccc(S(=O)(=O)CCC(=O)O)cc1	-3	-4	2	0.74	-8	-5[20 µM]	-29	-0.7	1
O=C(O)C1CCCCC1C(=O)Nc1cccc2ccccc12 (stereo not drawn)	3	-6	4	-0.31	-1	-16[20 µM]	7	-1.0	13
COCC(=O)N(C)c1nnc(-c2cnc(C)cn2)s1	0	-2	7	-0.055	5	-18	-47	-0.2	19
CCOC(=O)CSc1nc(NCc2ccco2)c2ccccc2n1	-1	18	5	/	3	-15	7	-0.1	17
CCOc1cc2[nH]c(=S)n(CCCCC(=O)NCc3ccco3)c(=O)c2cc1OCC	0	17	0	0.4	2	-9	-41	0.8	14
COc1cccc(OC)c1C(=O)Nc1ccc2c(c1)Cc1ccccc1-2	/	/	3	-0.11	1	-24	-4	0.2	7
O=C(C[n+]1ccccc1)c1ccc(-c2ccccc2)cc1	5	-5	-2	-4.6*	-12	-28	19	0.1	-3
Cc1ccc(NC(=O)NC2CCCN2S(=O)(=O)c2ccc(Cl)cc2)cc1 (stereo not drawn)	-2	-27	0	/	1	-7[20 µM]	13	-1.4	14
CCN1CCN(C(CNS(=O)(=O)c2cccs2)c2cccnc2)CC1 (stereo not drawn)	/	6	3	1.4	-4	-28	-14	1.1	8
CC(=N/O)/C(=N\O)c1ccc(C)o1	3	13	8	/	-1	-3	2	1.6	13
O=C(NC(=S)Nc1cc([N+](=O)[O-])ccc1O)c1cccnc1	/	1	-1	-0.096	3	-16	-7	0.4	4
CCn1ncc(/C=C/C(=O)c2ccccc2)c1C	-6	-7	6	0.19	0	-11	3	0.5	10
CNC(=O)c1cc2ccc(OC)cc2oc1=O	4	-37	-8	0.41	-23	-143[20 µM]	i	0.7	-1
CCOC(=O)C1CCCN(S(=O)(=O)c2ccc(Br)c(OC)c2)C1 (stereo not drawn)	-3	6	15	-0.016	-5	-18[20 µM]	16	-0.6	16
COc1ccc(C2C(C#N)=C(N)Oc3c2oc(CO)cc3=O)c(OC)c1OC (stereo not drawn)	7	-25	-6	/	-14	-8	-45	0.7	11
CCOc1ccc2nc(NC(=O)C3CCCN(S(=O)(=O)c4cccs4)C3)sc2c1 (stereo not drawn)	3	-11	-8	/	-11	-25	-159	-1.1	-18
Cc1ccc(NC(=O)CSC2=Nc3ccccc3C3CC=NN23)c(C)c1 (stereo not drawn)	-2	3	-17	-1.2	1	-12[20 µM]	19	0.8	16
CC1(C)NC(=O)N(CCCCSc2ccc(Cl)cc2)C1=O	2	-11	-1	/	1	-16[20 µM]	-2	-0.5	12
Cc1ccc(SC[C@H](CC(C)C)N2CCN(C)CCC2=O)cc1	-5	-4	-4	0.41	-8	-32	-11	/	2
NNC(=O)CNC(=O)CNS(=O)(=O)c1ccccc1	-6	-2	2	0.01	/	-14	-18	0.7	5
COc1ccc(NC(=O)CSc2nnc(NC(C)=O)s2)c([N+](=O)[O-])c1	/	-4	-6	0.46	3	-19	-19	0.0	1
CCOC(=O)C1CCN(c2ncnc3c2oc2ccccc23)CC1	7	8	-9	-1.7	2	-17	-11	-0.4	19
CC(C)n1c(O)c(N=Nc2ccc(Cl)c(C(=O)O)c2)c2ccccc21	-91	4	2	-1.8	1	-16	-2	0.7	14
Cc1nn(-c2ccccc2)c(N)c1-c1ccccc1	4	1	8	-0.34	7	-19	-16	0.2	9
COc1ccc2[nH]c(O)c(N=NC(=N)N)c2c1	1	-17	7	1.4	1	-1	-2	0.7	11
CCOC(=O)CSc1nnc(CSc2nc(N)c3c(C)c(C)sc3n2)n1-c1ccccc1	7	-5	1	-0.78	-4	-12	-22	0.6	11
CCN(CC)CCNC(=O)CS(=O)Cc1nc(-c2ccc(C)cc2)oc1C (stereo not drawn)	10	-2	-6	0.12	-6	-5	-1	1.0	7
Cc1cccc(-c2n[nH]c(S(C)(=O)=O)c2C#N)c1	2	-4	-9	-0.18	-2	-21	-10	0.8	5
C#CCOCCOCCOCCNc1nc(OC)nc(N2CCN(C(=O)[C@H](CCCCN)n3cc(C(N)CO)nn3)CC2)n1 (stereo partly drawn)	10	5	3	2.2	1	-22	4	/	8
O=C(CN(c1ccc(F)cc1)S(=O)(=O)c1ccccc1)Nc1ccccc1C(=O)O	0	2	1	-1.2	-5	-11	-6	-0.1	/
Nc1nc(SCC(=O)N2CCCCC2)[nH]c(=O)c1NC(=O)c1cccs1	/	4	2	0.055	-2	-23	-8	0.9	8
O=C(Cc1cccs1)N1CCN=C1SCc1ccccc1F	/	13	-2	/	-4	-21	12	0.1	10
COC(=O)[C@@]1(Cc2ccc(F)cc2)[C@H]2c3cc(C(=O)N4CCCC4)n(CCc4c[nH]c5ccc(OC)cc45)c3C[C@H]2CN1C(=O)c1ccccc1	/	-8	4	-0.5	-5	-12	-94	-0.4	13
Cc1cccc(C(=O)N/N=C/c2ccc(OCC(=O)N3CCCCC3)cc2)c1	4	-7	4	0.18	-2	-16[20 µM]	-6	-1.1	8
CCOC(=O)c1ccc2[nH]cc(C(C)=O)c(=O)c2c1	-19	-14	6	/	2	-19[20 µM]	-29	0.7	13
COCc1ccc(C(=O)N2CCCC(C(=O)c3cc(F)ccc3F)C2)s1 (stereo not drawn)	-93	-1	15	0.047	-1	-20	-13	0.5	11
C=CCN1C(=O)C(Cc2cccc(Cl)c2)SC1=Nc1ccc(C(=O)O)cc1 (stereo not drawn)	/	/	1	-0.0021	-3	-25	-42	0.8	11
CCn1c(=O)cc(SCC(=O)NCc2ccco2)c2ccccc21	4	-8	4	-0.078	0	-19	-19	-1.0	11
Cc1csc(NC(=O)c2ccc(C)c(S(=O)(=O)N3CCCCC3)c2)n1	-2	5	3	-1.8	1	-19	-8	-0.2	15
COc1ccc(-n2c(COc3ccc(C)cc3)nnc2SCc2ccc(C#N)cc2)cc1	-9	-9	-5	0.56	-5	-7[20 µM]	-7	-1.1	-3
CC1=CC(C)(C)N(C(=O)c2ccccc2)c2ccccc21	-2	4	-3	/	-7	-11	6	1.3	-6
CN(CC(=O)N1CCc2ccccc21)S(=O)(=O)c1cccs1	-14	2	2	-0.56	1	-15[20 µM]	-37	-0.6	7
COc1ccc(-c2cc(N)n(S(=O)(=O)c3ccc(C)cc3)n2)c(OC)c1	9	4	-6	/	-5	-14	5	-0.2	2
CCN(CC)CCn1c(O)c(N=O)c2ccccc21	-8	-27	16	0.89	-12	-20	-14	0.3	18
O=C(/C=C/c1cccc(Cl)c1)NCc1ccncc1	30	47*	14	-0.29	9	-16	23	0.1	17
Cc1ccc(OCC(O)Cn2c(N)nc3c2c(=O)n(C)c(=O)n3C)cc1 (stereo not drawn)	5	-6	-6	-0.92	-11	-9	-29	0.1	-1
CC(c1ccccc1)n1cc(C(=O)NCCCn2ccnc2)nn1 (stereo not drawn)	-8	5	-4	0.051	-5	18[20 µM]	-1	0.4	-1
O=C(CSCc1ccccc1)NC1CCSC1=O (stereo not drawn)	-6	-24	-6	5.5	-11	-27[20 µM]	-16	0.8	-3
NNC(=O)c1sccc1OCc1ccc(Cl)cc1Cl	-8	-1	7	-1.1	-9	-2	18	-1.0	8
COc1cccc(/C=C/C(=O)OCC(=O)Nc2cccc(S(=O)(=O)N3CCOCC3)c2)c1OC	/	2	-1	-0.13	-1	-15	-7	0.1	6
O=C(CS(=O)CC(=O)Nc1cccc2c1CCCC2)Nc1ccc(F)cc1 (stereo not drawn)	0	-1	1	0.061	-3	-18[20 µM]	-1	-1.0	1
COc1ccc(S(=O)(=O)N(c2onc(C)c2Cl)S(=O)(=O)c2ccc(OC)c(OC)c2)cc1OC	2	-5	20	-0.011	1	-12[20 µM]	7	0.2	29
O=C(c1cccc(S(=O)(=O)N2CCCCC2)c1)N1CCc2ccccc21	-1	-25	4	-2.1	-3	-10	13	-0.4	11
COC(=O)C1C(c2ccccc2)C(C(=O)N2CCN(C)CC2)C1c1ccccc1 (stereo not drawn)	-4	6	11	1	8	3	6	-2.3	15

The closing two entries of the part before come first, to join the parts.
Molecule	Rad51 HR inh	hK5 inh	FXIa inh	KCC2 mod	Thrombin inh	Furin inh	m-calpain inh	PERK inhibitor	FXIIa inh 1536
O=C(c1cccc(S(=O)(=O)N2CCCCC2)c1)N1CCc2ccccc21	-1	-25	4	-2.1	-3	-10	13	-0.4	11
COC(=O)C1C(c2ccccc2)C(C(=O)N2CCN(C)CC2)C1c1ccccc1 (stereo not drawn)	-4	6	11	1	8	3	6	-2.3	15
O=S(=O)(NCCc1ccccn1)c1ccc(-c2ccccn2)s1	2	-2	1	/	-3	-14	-6	-1.2	5
CCc1ccc(NC(=O)CSc2nc(CSc3ccc(C)cc3)cc(=O)[nH]2)cc1	-8	9	11	0.02	7	-9	16	-1.7	18
CC(=O)c1ccc(NC(=O)COC(=O)c2ccccc2Sc2ccccc2C#N)cc1	4	12	4	0.043	-8	-26	-13	0.1	14
CCCc1nc2oc3ccccc3c(=O)c2c(=O)n1-c1ccc(C)cc1	-13	4	-1	-0.15	-8	-12	13	-1.1	6
CCOC(=O)C(=O)Nc1nc(-c2ccccc2)c(CC)s1	/	-48	-2	/	-8	-17[20 µM]	7	0.6	-3
COc1cc(C(=O)CSc2nncn2C)cc(OC)c1OC	/	-19	6	0.0097	-6	-4[20 µM]	-50	-0.5	6
Cc1ccc2cc(CN(CCN3CCCC3)C(=O)Nc3ccc(F)cc3)c(=O)[nH]c2c1C	-10	-1	-7	1.1	-9	-24[20 µM]	4	-0.2	-5
Cc1ccc(CC(=O)N/N=C/c2ccc(OC(=O)c3ccc([N+](=O)[O-])cc3)cc2)cc1	6	0	8	0.84	0	-22	7	1.5	13
CC1CC(C)CN(C(=O)COC(=O)CNS(=O)(=O)/C=C/c2ccccc2)C1 (stereo not drawn)	-6	-9	3	-0.018	-2	-23	19	1.1	-1
Cc1c(NC(=O)COC(=O)c2cc3c4ccccc4n(C)c3s2)c(=O)n(-c2ccccc2)n1C	-4	-40	5	/	0	-8	-127	0.3	18

Compound activity deposited in PubChem by several laboratories.
